High-throughput results as filed in PubChem BioAssay.
SNCA expr inh = reduces expression of the alpha-synuclein gene. 0.17% of 140,000 active. Potency, µM (top dose mostly 57.2 µM), without a hit: at the top dose activity change, negative = inhibition, hits mostly inhibitors. AID 1671194. HEK-293 SNCA-luciferase knock-in, luminescence, 24 h;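 also: potency is read from the fitted curve at half-maximal effect; plate controls were DMSO cells for no effect and cell-free wells for full effect; nearly all actives have a fitted effect of over 45% in size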
GPT2 inhibitor = inhibitors of human GPT2 alanine aminotransferase; Q8TD30; Recombinant GPT2, coupled pyruvate oxidase/HRP Amplex Red fluorescence; Potency, µM (highest dose often 57.7 µM), inactives show at the highest dose activity change, negative = inhibition, most hits filed as inhibitors; 0.25% of 100,000 active; AID 1671188; also: potency is read from the fitted curve at half-maximal effect; nearly all actives have a fitted effect of over 60% in size; many of its hits are not listed in these tables
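GPT2 10ng/uL, a-KG 250uM, L-Ala 2mM, HEPES pH7.5 + 0.0001% Tween; 30 min RT. Then Amplex mix (PO/HRP/ThPP), 30 min RT dark, fluorescence. AOA 50uM used as positive control.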
HEK293 tox = kills HEK 293 cells; 6.6% of 94,000 active; HEK 293 viability, ATP luminescence (CellTiter-Glo), 48-72 h; AID 1345083; Potency, µM (top dose mostly 115 µM), for the others: at the top dose activity change, negative = cytotoxicity, most hits filed as inhibitors; also: potency is read from the fitted curve at half-maximal effect; nearly all actives have a fitted effect of over 60% in size
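Pintool-delivered compounds were incubated with HEK 293 cells (250 cells/well) at 37 degree Celsius for 48 or 72 hr. ATP-dependent luminescence (CellTiter-Glo) then reported remaining viable cells.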
3T3 cytotox = kills NIH 3T3 cells; NIH 3T3 viability, CellTiter-Glo ATP luminescence, 48-72 h; Potency, µM (highest dose often 96.7 µM), without a hit: top-dose activity change, negative = cytotoxicity, actives largely listed as inhibitors; 4.3% of 94,000 active; AID 1345082; also: potency is read from the fitted curve at half-maximal effect; nearly all actives have a fitted effect of over 55% in size
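First NIH 3T3 cells are plated at 400 cells/well; next compound is pinned in; then plates incubate 48 or 72 hr at 37 °C; finally CellTiter-Glo is added and luminescence read after 10 min.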
IP6K1 inhibitor = blocks human inositol hexakisphosphate kinase 1. AID 1645851. IP6K1 kinase, ADP-Glo luminescence, 2 h; stronger effect = lower value. activity change, % (series mostly up to about 58 µM). 0.81% of 140,000 active. Q92551; in the data active = activity change below about -25%
Target sequence (Q92551 whole entry, looked up): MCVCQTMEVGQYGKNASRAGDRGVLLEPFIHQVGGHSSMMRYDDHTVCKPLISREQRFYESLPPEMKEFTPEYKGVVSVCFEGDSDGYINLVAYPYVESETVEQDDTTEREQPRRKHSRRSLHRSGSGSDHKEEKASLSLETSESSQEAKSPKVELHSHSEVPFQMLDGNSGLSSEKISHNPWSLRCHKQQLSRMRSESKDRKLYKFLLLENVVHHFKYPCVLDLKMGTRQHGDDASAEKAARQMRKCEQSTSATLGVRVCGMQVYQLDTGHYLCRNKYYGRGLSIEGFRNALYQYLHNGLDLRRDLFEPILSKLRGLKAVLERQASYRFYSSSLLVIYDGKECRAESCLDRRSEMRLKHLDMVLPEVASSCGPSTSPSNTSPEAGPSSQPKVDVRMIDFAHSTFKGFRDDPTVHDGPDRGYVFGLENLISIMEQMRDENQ
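ADP-Glo luminescence measures ADP made by human IP6K1 during a 2 h RT reaction with ATP/IP6 (mix at 1.3 mM/130 uM); top library doses 57.5 and 19.1 uM final.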
HEK293 viab = reduces viability of HEK-293 SNCA reporter cells. HEK-293-SNCA-luc viability, GF-AFC fluorescence, 24 h. Potency, µM (highest dose often 57.1 µM), for the others: at the top dose activity change, negative = cytotoxicity, most hits filed as cytotoxic. 0.12% of 150,000 active;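 also: potency is read from the fitted curve at half-maximal effect; 0% = DMSO-treated cells and -100% = medium-only wells without cells; nearly all actives have a fitted effect of over 30% in size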
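HEK-293-SNCA-luc cells (1500/well) plated 24 h, then exposed 24 h to a dilution series; GF-AFC added 30 min at 37C, fluorescence 405/540 nm; normalised to medium-only and DMSO wells, Hill fit.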
Luciferase inh = Photinus pyralis luciferase inhibition. purified P. pyralis luciferase, luminescence, biochemical. Potency, µM (top dose mostly 115 µM), inactives show at the highest dose activity change, negative = inhibition, usual class: inhibitors. 2.5% of 76,000 active; also: potency is read from the fitted curve at half-maximal effect; nearly all actives have a fitted effect of over 65% in size
Target sequence (P08659 whole entry, looked up): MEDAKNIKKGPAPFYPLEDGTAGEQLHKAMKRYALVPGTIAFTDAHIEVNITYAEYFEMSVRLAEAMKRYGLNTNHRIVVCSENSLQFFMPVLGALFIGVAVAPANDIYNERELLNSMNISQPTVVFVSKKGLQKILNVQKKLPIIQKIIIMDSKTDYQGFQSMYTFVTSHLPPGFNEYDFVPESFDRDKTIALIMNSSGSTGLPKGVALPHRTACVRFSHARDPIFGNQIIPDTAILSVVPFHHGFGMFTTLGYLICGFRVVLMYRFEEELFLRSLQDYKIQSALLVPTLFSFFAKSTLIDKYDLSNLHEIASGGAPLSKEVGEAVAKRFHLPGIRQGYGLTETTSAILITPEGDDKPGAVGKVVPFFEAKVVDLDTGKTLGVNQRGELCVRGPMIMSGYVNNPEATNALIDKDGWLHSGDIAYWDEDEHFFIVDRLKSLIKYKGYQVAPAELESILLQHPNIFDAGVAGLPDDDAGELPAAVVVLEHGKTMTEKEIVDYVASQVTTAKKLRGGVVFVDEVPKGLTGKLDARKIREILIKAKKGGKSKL
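Luminescence read by CCD imager after adding enzyme (10nM final) to wells holding compound, titrated in qHTS. Substrates 10uM each D-luciferin and ATP; buffer 50mM Tris acetate pH 7.5, 10mM Mg acetate, Tween-20, BSA.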
* = called active by the depositor; i = inactive; ? = inconclusive; . = no result given; [ ] = another dose, or the depositor's remark. Unless noted, calls follow the shape of the dose curve; as a rule, active = well fitted curve in the direction sought with a large enough effect; inconclusive = small, poorly fitted or top-dose-only effect, or another doubt; inactive = no such curve, though single readings can be large; an effect the other way counts as inactive or inconclusive. Unless noted, % is scaled to controls: 0 for no effect and ±100 for the full control effect.

SMILES	SNCA expr inh	GPT2 inhibitor	HEK293 tox	3T3 cytotox	IP6K1 inhibitor	HEK293 viab	Luciferase inh
O=C(CC1CC1)NC1CCCc2nc(-c3ccccc3)ncc21 (stereo not drawn)	11%	i	-18%	-1%	6	-1%	7%
Cc1ccsc1C(=O)N1CCCn2cc(-c3ccccc3)nc21	5%	i	?	i	-6	8%	-17%
C=CCCC(=O)N1CCC(=O)N(CCC#N)C[C@H]2COc3cc(OC)ccc3[C@H]21	.	.	-5%	?	5	.	.
Cc1ccc(-c2nnc3ccc(Nc4cccc(N(C)C)c4)nn23)nc1	3%[87.6 µM]	2%[88.5 µM]	?	?	-25*	-9%[87.6 µM]	2%[172 µM]
CC(=O)Nc1cccc(-c2nc(-c3c(C)noc3C)cc3cc(C)oc23)c1	28%[87.6 µM]	?	79µM*	40µM*	-28*	-9%[87.6 µM]	7%[172 µM]
COc1cccc(-c2ccc(C(=O)N3CCC(C(=O)NCC4CC4)CC3)cc2)c1	7%	i	?	?	9	1%[12.5 µM]	.
O=C1Nc2ccccc2CN(CC2CCCC2)C12CCNC2 (stereo not drawn)	29%	0%	-29%	?	-18	-12%	.
Cc1ccc(S(=O)(=O)Nc2ccc3nc(-c4cccc(Cl)c4)oc3c2)cc1	-4%	.	.	.	-7	-1%	.
Cc1cccc(NC(=O)c2sc3nc(-c4ccccc4)cn3c2C)c1C	116%[activator]	.	.	.	1	5%	.
CCCCN(CCCC)CCNC(=O)c1cc(=O)[nH]c2ccc(S(=O)(=O)N3CCCCCC3)cc12	12%	.	.	.	-4	19%	.
CCn1c2c(c(=O)n1-c1ccccc1)CCN(C(=O)Cc1ccccc1)C2	2%[87.6 µM]	-8%[88.5 µM]	4%[172 µM]	?	11	0%[87.6 µM]	-5%[172 µM]
CN1CC(=O)N(C2CCNC2)Cc2c1ncnc2N1CCN(c2ncccn2)CC1 (stereo not drawn)	-1%	5%	-1%	-1%	2	-5%	.
Cc1ccc2nc(-c3cccs3)c(Nc3c(C)cccc3C)n2c1	-27%	.	.	.	-20	-23%	.
O=C(NC1CCCCC1)[C@@H]1C[C@@H](O)CN1C1CCN(C(=O)c2ccncc2)CC1	3%	-29%	i	i	9	-2%	4%
CN(CC1CCOC1)S(=O)(=O)c1ccc(Cl)s1 (stereo not drawn)	-8%	3%	-23%	-12%	12	5%	-7%
CC(=O)N1CC(CO)C2(CCN(Cc3c[nH]c4ccccc34)CC2)C1 (stereo not drawn)	-2%	-4%	0%	-9%	-1	3%[12.5 µM]	-9%
CNC(=O)[C@@H](c1ccccc1F)N1CCC[C@H]1C(=O)NCC1CC1	-11%[87.6 µM]	0%[88.5 µM]	5%[172 µM]	i	9	6%[87.6 µM]	-6%[172 µM]
C=CCN1CCN(C(=O)[C@@]23CCCC[C@H]2N(CCC(C)C)C(=O)CC3)CC1	4%	i	?	-31%	5	2%	1%
Cc1nc(CN2CC3(CCN(C)C3)c3cc(C(=O)NCc4ccccc4)ccc32)cs1 (stereo not drawn)	6%[87.6 µM]	i	112µM*	?	7	-6%[87.6 µM]	-16%[172 µM]
CCc1cccc(NC(=O)c2cccc3c2C(=O)N(C2CCCCC2)C3)c1	30%	.	.	.	-2	-9%	.
COc1cccc(C(=O)Nc2cc(C3CC3)nn2-c2ccccc2)c1	-2%[87.6 µM]	i	?	?	6	-14%[87.6 µM]	.
CCOC(=O)c1c(S(=O)(=O)NCC(=O)N2CCN(c3cccc(Cl)c3)CC2)c(C)n(C)c1C	13%	.	.	.	-3	-2%	.
Cc1ccc(C)c(NC(=O)CSc2nnc(-c3cc4occc4n3C)n2-c2ccccc2C)c1	-14%	.	.	.	10	-15%	.
COc1ccc(CNC(=O)CCCn2nc(C)c3c(C)n(-c4ccc(C)cc4)nc3c2=O)cc1OC	-13%	.	.	.	9	3%	.
Cc1ccc2c(C(=O)N3CCN(C4CCCCC4)CC3)cc(NC(=O)C(C)C)cc2n1	-1%	-1%	7%	i	8	-6%	-1%
CN(C)S(=O)(=O)c1ccc2c(c1)N(CC(=O)N1CCN(c3ccccc3F)CC1)CCS2	-16%	.	.	.	2	-28%	.
O=C(CCC[C@@H]1[C@H]2CCCN3CCC[C@@H](CN1C(=O)C1(c4ccccc4)CC1)[C@@H]23)NCC1CC1	-13%	i	8%	i	-8	-1%	4%
COc1ccc(-c2c(C(=O)NCc3ccccc3)nc3sccn23)cc1	32%[activator]	-7%	-28%	?	18	-5%	.
CCC(C)(C)NC(=O)C1CCN(S(=O)(=O)c2ccc3c(c2)CCCN3C(C)=O)CC1	-6%	.	.	.	5	2%	.
CC(C)NC(=O)N1Cc2[nH]cnc2C[C@H]1c1nc(-c2ccccc2)no1	114%[activator][87.6 µM]	-33%[88.5 µM]	i	-28%[174 µM]	2	-4%[87.6 µM]	-27%[172 µM]
COc1cccc(CNC(=O)C2CCN(C(=O)c3ncn4c3COC(c3ccc(F)cc3)C4)CC2)c1 (stereo not drawn)	4%	i	-10%	-6%	4	-1%	?
O=C(O)C1(c2ccccc2)CCN(S(=O)(=O)c2cccs2)CC1	4%	?	-4%	?	-5	-2%	.
Cc1nc(-c2ccccc2)n(Cc2nc(-c3ccc(OC(C)C)cc3)oc2C)c(=O)c1CCO	-5%	i	-9%	-9%	-2	-2%	-1%
Cc1nn(C)c(C)c1S(=O)(=O)N1CCCC(CO)(Cc2ccccc2)C1 (stereo not drawn)	8%	?	-20%	-27%	5	3%	6%
O=C(Nc1ccc(Cl)cc1)N1CCCC(c2nn(-c3ccccn3)c(=O)[nH]2)C1 (stereo not drawn)	?	i	40µM*	35µM*	-3	3%	.
COc1ccccc1NC(=O)Cn1nc2c(cc1=O)CCCC2	10%	i	5%	-9%	16	0%	-17%
O=C(O)c1nn(CC2CC2)c2c1CN(C(=O)c1nccc3ccccc13)CC2	9%	?	-23%	-24%	-4	0%	16%
CCOc1cccc(CN2CCC3(CCNCC3)C2)c1O	1%	?	?	?	8	-2%	1%
Cc1ccc2c(c1)-c1onc(C(=O)N3CCN(c4cc(C)ccc4C)CC3)c1CO2	-3%	.	.	.	-11	7%	.
CC1CCCCN1CCCNC(=O)CN1C(=O)CSc2ccc(S(=O)(=O)N3CCOCC3)cc21 (stereo not drawn)	22%	.	.	.	17	-6%	.
COc1ccccc1C(=O)N1CCC(N2C(=O)c3c(c(C)nn3-c3ccccc3)C2C)C1 (stereo not drawn)	.	.	45µM*	?	2	.	.
COc1cccc(CN2CC3(C2)C(=O)N(Cc2ccccc2)C(=O)[C@@H]2C[C@@H](O)CN23)c1	4%[87.6 µM]	1%[88.5 µM]	2%[172 µM]	-1%[174 µM]	-4	3%[87.6 µM]	-2%[172 µM]
CCCCNC(=O)Cc1csc2nc(C)c(-c3cc(C)n(-c4ccccc4CC)n3)c(=O)n12	-15%	-17%	-17%	-37%	9	-14%	-8%
Cc1oc2c(C)c3oc(=O)c(CC(=O)N4CCCCC4)c(C)c3cc2c1C	12%	.	.	.	-20	-14%	.
COCc1cccc(C(=O)NC2CC(c3nnc(CN(C)C)n3C)C2)n1 (stereo not drawn)	-5%	2%	-17%	i	10	9%	-2%
COc1cccc(CNC(=O)C2CCN(c3ncnc4c3nc3n4CCCCC3)CC2)c1	-13%	.	.	.	-12	6%	.
CC(C)Sc1ncc(Cl)c(C(=O)Nc2ccc(S(=O)(=O)N3CCCCC3)cc2)n1	0%	.	.	.	2	11%	.
O=C(c1ccc(F)cc1)N1CCC(C(=O)N2CCC(N3Cc4cccn4C3=O)CC2)CC1	7%	3%	-29%	?	3	0%	.
COc1ccc(NC(=O)c2ccc(-c3ncc4cnc(C5=CCOCC5)cn34)cc2)cn1	5%[87.6 µM]	i	?	32µM*	-18	-13%[87.6 µM]	13%[172 µM]
Cc1ccc(CNC(=O)NCC2Cn3cccc3CN2C)cc1 (stereo not drawn)	-18%	-4%	-4%	-27%	-12	3%	0%
Carrying on:
SMILES	SNCA expr inh	GPT2 inhibitor	HEK293 tox	3T3 cytotox	IP6K1 inhibitor	HEK293 viab	Luciferase inh
O=C(NCCc1ccc(Cl)cc1)c1cc(-c2cc(Cl)cc(Cl)c2)c2cccn2n1	-19%	1%	-20%	-25%	4	12%	.
CC(C)(C)c1csc(NC(=O)C2CC(=O)N(c3n[nH]c4cccc(F)c34)C2)n1 (stereo not drawn)	-23%	i	45µM*	?	3	-5%	-5%
O=C(c1ccccc1F)N1CCCC1C(=O)N1CCCC1c1nc2ccncc2[nH]1 (stereo not drawn)	1%	?	-2%	-14%	-9	-3%	.
COc1ccc(S(=O)(=O)Nc2cc3c(C(=O)OC(C)C)c(C)oc3c3ccccc23)cc1	21%	.	.	.	-8	-11%	.
COc1cccc(-c2cc(C3CCN(C(=O)Nc4ccccc4OC)CC3)[nH]n2)c1	7%	i	32µM*	?	-7	-1%	-8%
COc1ccc(CCC(=O)NCc2nnc3c(-c4nc(C)no4)cccn23)cc1	?	i	-13%	-11%	14	12%	0%
Cc1c(C(=O)N(C)Cc2cc(-c3ccccc3)no2)oc2c(F)cccc12	11%	-8%	?	?	15	2%	-23%
O=C(c1ccncc1)N1CCC2(COc3ncccc3S(=O)(=O)N2)C1 (stereo not drawn)	-13%	i	1%	i	14	-1%	.
Cc1cccc(CCNC(=O)c2ccc3c(c2)N(Cc2ccccc2F)C(=O)c2ccccc2S3)c1	-1%	.	.	.	4	-6%	.
O=C(O)C[C@@H]1CCN(C(=O)c2ccc(C(F)(F)F)cc2)C[C@@H]1CCN1CCN(c2cccc(C(F)(F)F)c2)CC1	-8%	1%	?	?	7	-3%	-14%
Cc1nnc([C@H]2CCN(c3ccc(C#N)cn3)C2)o1	8%[87.6 µM]	3%[88.5 µM]	-14%[230 µM]	-13%[174 µM]	14	2%[87.6 µM]	-1%[230 µM]
CC(C)c1ccc(NC(=O)C2CCCN(S(=O)(=O)c3ccc4[nH]c(=O)ccc4c3)C2)cc1 (stereo not drawn)	-9%	.	.	.	-3	14%	.

5 compounds already listed, sorted by molar mass, lowest first:
SMILES	SNCA expr inh	GPT2 inhibitor	HEK293 tox	3T3 cytotox	IP6K1 inhibitor	HEK293 viab	Luciferase inh
COc1ccccc1NC(=O)Cn1nc2c(cc1=O)CCCC2	10%	i	5%	-9%	16	0%	-17%
CC(C)NC(=O)N1Cc2[nH]cnc2C[C@H]1c1nc(-c2ccccc2)no1	114%[activator][87.6 µM]	-33%[88.5 µM]	i	-28%[174 µM]	2	-4%[87.6 µM]	-27%[172 µM]
Cc1nn(C)c(C)c1S(=O)(=O)N1CCCC(CO)(Cc2ccccc2)C1 (stereo not drawn)	8%	?	-20%	-27%	5	3%	6%
CC(C)(C)c1csc(NC(=O)C2CC(=O)N(c3n[nH]c4cccc(F)c34)C2)n1 (stereo not drawn)	-23%	i	45µM*	?	3	-5%	-5%
Cc1ccc2c(c1)-c1onc(C(=O)N3CCN(c4cc(C)ccc4C)CC3)c1CO2	-3%	.	.	.	-11	7%	.

The list is partial; count on the stated rates, not on these rows.
